# Screening results as filed in PubChem BioAssay.
# RGS4 inh: inhibitors of human regulator of G protein signaling 4; P49798; Transcreener GDP fluorescence polarization, RGS4-accelerated GTP hydrolysis; Potency, µM (highest dose often 114 µM), inactives show at the highest dose activity change, negative = inhibition, most hits filed as inhibitors; 0.039% of 390,000 active; further: on the % scale 0 is the no-effect control and ±100 the full control effect; nearly all actives have a fitted effect of over 75% in size; some results filed as inactive show a strong effect at the top dose
#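 MLSMR compounds (23 nl, pin-transferred) preincubated 10 min at room temperature with a 500nM (2x) first reagent, then RGS4 at 900nM (2x) plus Transcreener GDP mix added; fluorescence polarization (620/688 nm) read before and after 90 min at 30 °C.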
# ERG-DNA inh: ERG Ets/DNA interaction inhibition; 0.028% of 370,000 active; P11308; Potency, µM (top dose mostly 76.9 µM), for inactives: at the highest dose FP activity, negative = inhibition, hits mostly inhibitors; fluorescence polarization, His-ERG Ets domain / labelled DNA; active means well fitted inhibition curve with a large enough effect in the polarisation, with a control signal flat; inconclusive means small, poorly fitted or top-dose-only effect, or effect the other way, or a change in a side signal; inactive means no such curve, though single readings can be large or run the other way; the % refers to the polarisation;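 further: polarization taken with two DNA probes labelled with fluorescein and Texas red; % of control where 0% means no effect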
#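 His-tagged ERG Ets domain (1 uM in the protein solution; 300mM KCl, 50mM Tris-HCl, 1mM EDTA, 1mM DTT, pH 7.5) received compound, then a probe mix of 5 nM fluorescein-DNA and 100nM Texas-615-DNA. Fluorescence polarization was read for both dyes.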
# GLS inhibitor: inhibitors of human glutaminase (GLS); Potency, µM (titrated, usually from 45.5 µM), without a hit: top-dose activity change, negative = inhibition, most hits filed as inhibitors; AID 624170; 0.21% of 410,000 active; GLS enzymatic activity, qHTS titration; further: on the % scale 0 is the no-effect control and ±100 the full control effect
#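 hKGA; 45 mM KH2PO4 pH 8.2 + 0.02% Tween-20; cpd via pin tool; 1 mM Gln soln; GluOx/HRP/Amplex Red; RT 30 min; fluor. t0 & final.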
# TrxR1 inh: rat TrxR1 inhibition; 1% of 390,000 active; recombinant rTrxR1, NADPH fluorescence consumption, selenite substrate; O89049; Potency, µM (series often up to 114 µM), inactives show at the top dose activity change, negative = inhibition, hits mostly inhibitors; further: on the % scale 0 is the no-effect control and ±100 the full control effect; nearly all actives have a fitted effect of over 65% in size
#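 Rat TrxR1 (90 nM in the dispensed reagent) was pre-reduced with 400 uM NADPH for 5 min at room temperature, then incubated with compound for 15 min. After 400 uM selenite was added, NADPH fluorescence (Ex 340/Em 450 nm) was followed for 8 min.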
# ALOX12 inh: inhibitors of human 12S-lipoxygenase ALOX12 | P18054 | purified 12hLO, xylenol orange hydroperoxide absorbance | Potency, µM (doses to about 108 µM), for the others: at the highest dose activity change, negative = inhibition, actives largely listed as inhibitors | 1.1% of 580,000 active | AID 1671190; further: on the % scale 0 is the no-effect control and ±100 the full control effect
#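 Purified human 12hLO at 150 nM in 25 mM Hepes, 0.01% Triton X-100, pH 7.0, preincubated 15 min at room temperature with compound. Reaction started with 40 uM arachidonic acid, 30 min at room temperature. Hydroperoxide measured by Fe-xylenol orange, 573/405 nm absorbance ratio.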
# JMJD2A Tudor inh: JMJD2A Tudor domain (human) inhibition; AlphaScreen JMJD2A-Tudor / H3K4me3 peptide binding; Potency, µM (doses to about 114 µM), for inactives: top-dose activity change, negative = inhibition, most hits filed as inhibitors; 4.4% of 390,000 active; AID 504339; further: on the % scale 0 is the no-effect control and ±100 the full control effect; nearly all actives have a fitted effect of over 50% in size
# Pin1 inhibitor: blocks the human prolyl isomerase Pin1 | Q13526 | Pin1 FP peptide displacement, HiFluor488, 10 min | Potency, µM (top dose mostly 115 µM), for the others: at the top dose activity, negative = inhibition, actives largely listed as inhibitors | 0.009% of 390,000 active | AID 504891; active means well fitted inhibition curve with a large enough effect in the polarisation, with a control signal flat, not every such curve was filed as active; inconclusive means small, poorly fitted or top-dose-only effect, or effect the other way, or a change in a side signal; inactive means no such curve, though single readings can be large or run the other way; the % refers to the polarisation; further: on the % scale 0 is the no-effect control and ±100 the full control effect
# Target sequence (Q13526 whole entry, looked up): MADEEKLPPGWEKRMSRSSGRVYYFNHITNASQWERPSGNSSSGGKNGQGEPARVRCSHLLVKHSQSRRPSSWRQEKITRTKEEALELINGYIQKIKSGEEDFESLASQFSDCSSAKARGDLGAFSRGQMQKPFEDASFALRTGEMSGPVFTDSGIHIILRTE
# HP1b chromo inh: blocks HP1-beta chromodomain binding to methylated histone tails | P83916 | AlphaScreen HP1-beta / biotin-H3K9me3 peptide binding | Potency, µM (doses to about 114 µM), inactives show top-dose activity change, negative = inhibition, usual class: inhibitors | 0.56% of 390,000 active | AID 540317; further: nearly all actives have a fitted effect of over 70% in size; inactives centre near 23
# Target sequence (P83916 whole entry, looked up): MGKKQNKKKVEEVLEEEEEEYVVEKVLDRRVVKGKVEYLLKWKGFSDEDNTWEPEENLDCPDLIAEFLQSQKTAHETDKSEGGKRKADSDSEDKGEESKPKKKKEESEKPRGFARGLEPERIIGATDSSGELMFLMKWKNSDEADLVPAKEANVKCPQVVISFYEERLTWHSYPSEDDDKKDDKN
#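 HP1-beta protein (50 nM final) preincubated 30 min at room temperature with biotinylated H3(1-18)K9me3 peptide (50 nM) in PBS pH 7.4, 0.01% Tween-20, then compound added for 30 min. AlphaScreen streptavidin donor/nickel chelate acceptor beads (10 ug/mL final), 30 min dark, luminescence read.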
# PGK inhibitor: T. brucei PGK inhibition; PGK/GAPDH coupled, Kinase-Glo luminescence, 60 min; Potency, µM (doses to about 57.5 µM), for inactives: at the highest dose activity change, negative = inhibition, usual class: inhibitors; 0.043% of 380,000 active; further: on the % scale 0 is the no-effect control and ±100 the full control effect; nearly all actives have a fitted effect of over 60% in size
# Target sequence (P07378 whole entry, looked up): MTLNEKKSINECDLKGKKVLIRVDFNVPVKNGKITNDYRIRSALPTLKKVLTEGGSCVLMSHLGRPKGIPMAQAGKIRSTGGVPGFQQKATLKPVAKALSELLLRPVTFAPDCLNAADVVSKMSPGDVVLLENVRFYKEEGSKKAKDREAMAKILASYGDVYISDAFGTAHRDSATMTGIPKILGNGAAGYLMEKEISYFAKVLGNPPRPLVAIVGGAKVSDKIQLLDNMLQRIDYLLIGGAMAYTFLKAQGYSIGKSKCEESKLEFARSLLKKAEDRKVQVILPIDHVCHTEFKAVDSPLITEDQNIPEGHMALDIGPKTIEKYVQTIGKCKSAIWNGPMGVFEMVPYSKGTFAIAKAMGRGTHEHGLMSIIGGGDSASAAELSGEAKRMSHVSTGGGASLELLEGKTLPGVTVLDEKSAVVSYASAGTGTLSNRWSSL
#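 Recombinant glycosomal PGK reaction used 1,3-bisphosphoglycerate generated in-well by GAPDH (100nM final) in 100mM TEA pH 7.6, 5mM MgCl2, 0.01% Tween-20. After 60 minutes at room temperature, ATP was read by Kinase-Glo Plus luminescence end-point.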
# An asterisk follows results filed as active; i = inactive; ? = inconclusive; · = no result given; [ ] = another dose, or the depositor's remark. Unless noted, the call rests on the fitted dose curve; in most records, active means well fitted curve in the direction sought with a large enough effect; inconclusive means small, poorly fitted or top-dose-only effect, or another doubt; inactive means no such curve, though single readings can be large; an effect the other way counts as inactive or inconclusive. Potency means the concentration at half of the fitted maximal effect. The list is partial; count on the stated rates, not on these rows.
item	smiles	GLS inhibitor	ALOX12 inh	RGS4 inh	JMJD2A Tudor inh	PGK inhibitor	HP1b chromo inh	TrxR1 inh	Pin1 inhibitor	ERG-DNA inh
1	N#CC1=C(N)N2C(=C(C#N)C13CCCC3)Nc1ccccc12	?	52%[activator]	-21%	7%	-4%	51%	-7%[57.1 µM]	4%	5%
2	O=C(CCN1C(=O)/C(=C/c2ccccc2F)SC1=S)NCCCN1CCOCC1	7%	-29%	-16%	-21%	2%	21%	-12%[0.0914 µM]	18%	56%[activator]
3	CCOC(=O)c1[nH]c2c(c1-c1ccc(OC)cc1)C(=O)CC(c1ccc(OC)c(OC)c1)C2 (stereo unspecified)	2%	57%	-21%	-30%	-4%	62%	17%[57.1 µM]	46%[activator]	11%
4	Cc1ccc([N+](=O)[O-])cc1S(=O)(=O)Nc1ccc(C(=O)N2CCN(C(=O)c3ccco3)CC2)cc1	0%	-11%	0%	79µM*	-13%	-12%	-13%	4%	-2%
5	O=C(NN=Cc1ccc2c(c1)OCO2)c1ccncc1	-2%	0%	10%	-14%	-10%	18%	4%[57.1 µM]	-2%	4%
6	NS(=O)(=O)c1ccc(NC(=O)COC(=O)C2CCCCC2)cc1	12%	5%	5%	-13%	-7%	6%	5%[57.1 µM]	-2%	-1%
7	CC(C)(C)C(=O)NC(=S)N1CCCC1	5%	-5%	-11%	?	2%	-18%	6%	-6%	3%
8	Cc1nn(CC(=O)Nc2ccc3c(c2)OCO3)c(C)c1[N+](=O)[O-]	15%	0%	0%	-12%	-3%	27%	0%	-8%	12%
9	CCc1ccccc1NC(=O)c1c(NC(=O)c2ccccc2)sc2c1CCCC2	0%	0%	1%	6%	1%	42%[activator]	89µM*	2%	2%
10	COc1cc(NC(=O)C2CCN(S(=O)(=O)c3cccc4nonc34)CC2)cc(OC)c1	1%	7%	-41%	-25%	-4%	16%	4%	0%	-2%
11	COc1ccc(C2C(C(=O)N3CCCCC3)c3ccccc3C(=O)N2C)cc1 (stereo unspecified)	-1%	0%	16%	-3%	2%	25%	2%	2%	-2%
12	CCO[C@@H]1OC(C(=O)N2CCN(C)CC2)=C[C@H](C(C)(C)C)[C@H]1CCCO	3%	·	14%	-12%	-1%	24%	14%[57.1 µM]	0%	12%
13	Cn1c(SCc2ccccc2)nnc1-c1ccc(O)cc1	16%	0%	11%	-18%	11%	33%[activator]	-6%[57.1 µM]	0%	-4%
14	O=c1[nH]c(CSc2nnc3ccccn23)nc2ccccc12	-3%	-14%	-8%	-5%	-3%	24%	-9%	2%	1%
15	Cc1ccccc1CSc1nc2cccnc2n1Cc1ccc(C(=O)NC2CC2)cc1	7%	-2%	3%	-21%	-9%	16%	0%	-5%	2%
16	Cc1cc(-c2nc3ncccc3o2)ccc1NC(=O)COc1ccccc1C	-2%	3%	10%	-9%	-3%	1%	34%[57.1 µM]	3%	-4%
17	Cc1ccc(NC(=O)CSCC(=O)Nc2cccc(S(=O)(=O)N3CCCCCC3)c2)cc1	4%	368%[activator]	17%	-28%	-7%	23%	28%	0%	3%
18	Cn1c(=O)c(=O)n(C)c2cc(S(=O)(=O)N3CCCC3C(=O)NCc3ccco3)ccc21 (stereo unspecified)	0%	17%	30%	-16%	i	16%	1%	0%	6%
19	Cc1ccc(-c2nc(CS(=O)CC(=O)NCCN3CCCC3)c(C)o2)cc1 (stereo unspecified)	10%	7%	1%	?	-9%	48%	-3%[57.1 µM]	1%	-6%
20	CCOc1ccc(NC(=O)CCc2c(C)nc3nc(C)nn3c2C)cc1	-15%	-20%	1%	-14%	-10%	40%[activator]	40%	-1%	-8%
21	CCC(C)[C@H](NC(=O)OC(C)(C)C)C(=O)N/N=C/c1cccc2nccnc12 (stereo partly specified)	-6%	17%	0%	3%	-9%	36%	4%[57.1 µM]	1%	12%
22	Cc1cccc2sc(NC(=O)CCn3cccc3)nc12	-14%	-7%	4%	-32%	5%	?	8%[57.1 µM]	1%	1%
23	CC(=O)NC1=NN(C(C)=O)C(c2sccc2C)S1 (stereo unspecified)	0%	0%	3%	-11%	i	16%	-9%	-4%	-9%
24	O=C(COC(=O)c1ccc(O)cc1)Nc1ccc(S(=O)(=O)N2CCCC2)cc1	1%	-2%	5%	-18%	5%	18%	-7%	9%	-1%
25	O=C(Nc1c(F)cc(F)cc1Br)C1CCCO1 (stereo unspecified)	15%	-29%	27%	-6%	-1%	11%	31%	-2%	3%
26	COc1ccc2cc(CCNC(=O)C3CCCC3)c(=O)[nH]c2c1	-2%	-14%	-18%	-9%	-6%	41%[activator]	4%	3%	-4%
27	Cc1c(CCC(=O)NCCCn2ccnc2)c(=O)oc2cc3occ(C(C)(C)C)c3cc12	-1%	0%	11%	?	i	20%	28%	3%	2%
28	Cc1ccc(NC(=O)COC(=O)CSC(=S)N2CCOCC2)cc1C	0%	1%	-5%	-6%	-9%	27%	-2%[57.1 µM]	5%	-5%
29	CCOC(=O)C(NC(=O)c1ccccc1)(N1CCCC1=O)C(F)(F)F (stereo unspecified)	9%	0%	4%	13%	5%	38%[activator]	4%	-1%	-2%
30	COc1ccc2oc3cc(C)[n+]([O-])c(-c4ccc(Br)cc4)c3c2c1	6%	-26%	2%	-21%	1%	17%	-13%	-3%	-2%
31	CCS(=O)(=O)N1CCCC(C(=O)NCc2ccc(C)cc2)C1 (stereo unspecified)	4%	23%	-21%	-9%	2%	10%	2%[57.1 µM]	0%	-1%
32	CCOC(=O)c1ccc(NC2c3ccccc3C(=O)N2c2cccnc2)cc1 (stereo unspecified)	-3%	24%	8%	-15%	i	19%	4%[57.1 µM]	-6%	2%
33	C=CCN1C(=S)N[C@@H]2CS(=O)(=O)C[C@@H]21	4%	9%	-2%	6%	2%	45%	1%[57.1 µM]	3%	1%
34	O=c1[nH]c(SCc2nc3ccccc3n2Cc2ccccc2)nc2ccccc12	10%	-6%	-7%	-13%	-2%	33%	-13%	8%	2%
35	CC(Oc1ccccc1)c1ccnn1S(=O)(=O)c1ccccc1 (stereo unspecified)	1%	-16%	-35%	21%	-9%	120%[activator]	6%[57.1 µM]	-3%	-9%
36	CC(=O)Nc1nc2ccc(NC(=O)c3ccco3)cc2s1	-4%	0%	-3%	-17%	4%	32%	-11%	?	-4%
37	Cc1cccc(C)c1NC(=O)CN(C)C(=O)CCC(=O)N1CCOCC1	5%	-6%	-43%	-9%	-8%	22%	-5%	4%	0%
38	O=C(OCc1ccccc1F)c1ccc2c(c1)OCCO2	1%	?	8%	203%[activator]	8%	238%[activator]	16%	4%	1%
39	Cc1cccc(Oc2ccc(NS(=O)(=O)c3ccc(C)c(C(=O)O)c3)cc2)c1	0%	61%[activator]	-5%	-3%	4%	35%	27%	-1%	-5%
40	Cc1ccc(C)c(NC(=O)C(c2ccccc2)N2CCN(CC(=O)NC3CC3)CC2)c1 (stereo unspecified)	-1%	·	-18%	-9%	-9%	32%[activator]	-7%	-1%	4%
41	CCOC(=O)N/N=C/c1cn(Cc2ccc(F)cc2)c2ccccc12	1%	2%	11%	1%	-10%	44%[activator]	16%	-9%	-8%
42	Cc1ccc(S(=O)(=O)NCC(=O)NCC(=O)N2CCN(c3ncccn3)CC2)cc1C	-10%	-17%	7%	-3%	-2%	0%	24%	-2%	-10%
43	COc1ccccc1N1CCN(C(=O)c2cn(CC(C)C)c(=O)c3c2c2ccccc2n3C)CC1	3%	2%	-14%	4%	i	27%	-1%	-6%	1%
44	Cc1ccc(NC2CCCN(C(=O)c3ccoc3C)C2)cc1C (stereo unspecified)	15%	28%	21%	-24%	3%	-9%	4%	-9%	-10%
